OX1R antag-1: antagonists of human orexin 1 receptor | O43613 | CHO/OX1R cells, Fluo-8 calcium fluorescence, orexin A | inhibition, % at 5 µM | hit rate 0.43% among 330,000 | AID 434989;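 active = inhibition above its plate's threshold, mean inhibition of all tested compounds on the plate plus 3 SD, cut at about 37% in these data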;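 also: 0% = orexin A challenge wells and 100% = SB-334867-A antagonist wells; not every result past the cut was called active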
Target sequence (O43613 whole entry, looked up): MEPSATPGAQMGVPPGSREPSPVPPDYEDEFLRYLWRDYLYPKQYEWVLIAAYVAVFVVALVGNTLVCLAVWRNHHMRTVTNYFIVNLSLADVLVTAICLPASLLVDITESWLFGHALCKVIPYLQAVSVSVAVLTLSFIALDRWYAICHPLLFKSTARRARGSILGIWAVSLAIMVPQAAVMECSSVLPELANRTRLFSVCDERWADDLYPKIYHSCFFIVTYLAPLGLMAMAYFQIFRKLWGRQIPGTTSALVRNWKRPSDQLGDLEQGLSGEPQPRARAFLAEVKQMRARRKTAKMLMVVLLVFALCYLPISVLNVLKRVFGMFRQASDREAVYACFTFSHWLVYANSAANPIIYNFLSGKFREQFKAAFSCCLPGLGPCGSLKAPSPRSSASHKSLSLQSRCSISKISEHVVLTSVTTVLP
OX1R antag-2: blocks the human orexin 1 receptor | OX1R-expressing cells, FRET antagonist read-out | inhibition, % at 6.6 µM | hit rate 1.8% among 330,000 | AID 485270; in the data active = inhibition mostly above about 38%, no sharp cut-off; inactive = mostly below about 40%;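 also: 0% = agonist challenge alone and 100% = reference antagonist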
CHT PAM: allosterically activates the human high affinity choline transporter. CHT-expressing cells, membrane potential dye, choline EC20; hits give high values; LV-AA mutant CHT in HEK293 cells. B-score at 10 µM. hit rate 0.49% among 310,000. AID 488977;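 active = initial fluorescence not abnormally high and integrated response B-score, plate-corrected, over 3 SD above library mean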
Target sequence (Q9GZV3 whole entry, looked up): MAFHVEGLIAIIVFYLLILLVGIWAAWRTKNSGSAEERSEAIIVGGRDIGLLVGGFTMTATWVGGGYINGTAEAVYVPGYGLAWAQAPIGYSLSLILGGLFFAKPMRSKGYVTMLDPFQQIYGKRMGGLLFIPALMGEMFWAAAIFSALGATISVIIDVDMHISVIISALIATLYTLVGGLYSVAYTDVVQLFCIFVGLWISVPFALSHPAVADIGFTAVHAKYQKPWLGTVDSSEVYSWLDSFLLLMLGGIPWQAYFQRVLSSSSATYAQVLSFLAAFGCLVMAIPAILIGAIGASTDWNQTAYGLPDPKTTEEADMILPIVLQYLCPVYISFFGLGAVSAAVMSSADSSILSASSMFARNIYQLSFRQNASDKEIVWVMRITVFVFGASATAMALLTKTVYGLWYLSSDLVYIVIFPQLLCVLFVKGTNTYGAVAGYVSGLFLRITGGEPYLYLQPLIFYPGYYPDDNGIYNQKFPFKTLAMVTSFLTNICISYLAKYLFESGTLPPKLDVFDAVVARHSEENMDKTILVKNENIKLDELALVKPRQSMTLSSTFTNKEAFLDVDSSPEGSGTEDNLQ
Starred values were filed as active, the others as inactive; i = inactive; · = not tested or not shown. Compounds were not picked by outcome; 2.5% or so of the library scored in one or more.

item	Structure	OX1R antag-1	OX1R antag-2	CHT PAM
1	CCOc1ccc2sc(NS(=O)(=O)c3ccc(N)cc3)nc2c1	6	6	i
2	CC(OC(=O)c1cccc(S(=O)(=O)N2CCCC2)c1)C(=O)NC1CCCCC1C (stereo unspecified)	-7	15	i
3	CCc1ccc(-n2c(C)n[nH]c2=S)cc1	-9	5	i
4	O=C(NCc1ccco1)C1CCCN(S(=O)(=O)c2cnc[nH]2)C1 (stereo unspecified)	-21	7	i
5	Cc1ccccc1Nc1nc(N)nc(COC(=O)CCS(=O)(=O)c2ccccc2)n1	-18	0	i
6	N#CNC(=Nc1cccc(F)c1)SCc1ccccc1F	-21	44	i
7	CCCC(=O)OCCNc1cc(SCc2ccco2)c2nonc2c1[N+](=O)[O-]	-19	68*	i
8	O=C1c2ccccc2C(=O)C1c1ccncc1	-10	55	i
9	Cc1cc(Cl)ccc1NC(=S)NCc1ccccc1	-20	16	i
10	CC(=O)c1cccc(NC(=S)N2CCN(c3ccccn3)CC2)c1	-23	18	i
11	OCC[C@@H]1C[C@@H](O)[C@H](O)[C@@]2(CCCc3ccccc3O2)O1	-9	29	i
12	COc1ccc(CCNC(=O)c2ccc3c(=O)n(Cc4ccco4)c(=S)[nH]c3c2)cc1OC	-25	9	i
13	COc1ccc(N2CCN(c3oc(COc4ccc(Cl)cc4)nc3C#N)CC2)cc1	-4	21	8*
14	O=C(Nc1ccccc1)c1cccc(-c2nnc(-c3ccccc3)o2)c1	-14	19	i
15	Cc1ccc(C(=O)NC(O)C(Cl)Cl)cc1 (stereo unspecified)	-3	7	i
16	COc1ccc(N(C(=O)c2ccccc2OC)C2C=CS(=O)(=O)C2)c(OC)c1 (stereo unspecified)	-7	4	i
17	CCn1nnnc1SCC(=O)c1cccc(OC)c1	-17	18	i
18	Cc1cc(C(=O)N2CCc3ccccc32)c2ccccc2n1	-12	3	i
19	COc1ccc([N+](=O)[O-])cc1NCC(=O)c1ccc(C)cc1	-23	14	i
20	COc1ccc(NC(=O)CCNC(=O)c2ccco2)cc1OC	-1	15	i

Random excerpt: 5 records from the list
item	Structure	OX1R antag-1	OX1R antag-2	CHT PAM
4	O=C(NCc1ccco1)C1CCCN(S(=O)(=O)c2cnc[nH]2)C1 (stereo unspecified)	-21	7	i
12	COc1ccc(CCNC(=O)c2ccc3c(=O)n(Cc4ccco4)c(=S)[nH]c3c2)cc1OC	-25	9	i
17	CCn1nnnc1SCC(=O)c1cccc(OC)c1	-17	18	i
9	Cc1cc(Cl)ccc1NC(=S)NCc1ccccc1	-20	16	i
7	CCCC(=O)OCCNc1cc(SCc2ccco2)c2nonc2c1[N+](=O)[O-]	-19	68*	i

OX1R antag-2, entries above that show a hit
cpd | smiles | OX1R antag-1 | OX1R antag-2
7 | CCCC(=O)OCCNc1cc(SCc2ccco2)c2nonc2c1[N+](=O)[O-] | -19 | 68*

(more compounds)
item	Structure	OX1R antag-1	OX1R antag-2	CHT PAM
21	CCCn1c(=O)[nH]c(=O)c2c1nc(-c1ccc3c(c1)OCCO3)n2CCN1CCOCC1	-2	10	i
22	CC(C)(C)NC(=O)NC(=O)COC(=O)CNS(=O)(=O)c1ccc(Br)cc1Cl	-10	9	i
23	CC(=O)c1ccc(OCC(=O)Nc2ccccc2N2CCCC2)cc1	-23	18	i
24	Fc1ccccc1COc1ccccc1/C=N/Nc1nc(N2CCCC2)nc(N2CCCC2)n1	-11	24	i
25	C/C(=C\C(=O)c1ccc(Br)cc1)NCc1ccccc1	-16	3	i
26	C#CC1(NC(=O)N(C)C)CCCCC1	7	10	i
27	CCOC(=O)C1CCN(Cc2cc(=O)oc3cc(C)c(Cl)cc23)CC1	-29	5	i
28	CC(C)(C)c1ccc(-c2n[nH]c(=S)n2C2CCCC2)cc1	9	6	i
29	COC(=O)C(C)N(C(=O)c1cccc(Cl)c1)c1c(C)cccc1C (stereo unspecified)	-5	13	i
30	CCn1cc([N+](=O)[O-])c(C(=O)N2N=C3/C(=C/c4cccs4)CCCC3C2c2cccs2)n1 (stereo unspecified)	-33	16	i
31	Nc1ccc2oc(CCc3ccccc3)nc2c1	-21	20	i
32	O=C(O)c1cccc(N2C(=O)/C(=C/c3ccc([N+](=O)[O-])cc3)C=C2c2ccccc2)c1	4	11	i
33	Cc1ccc2c(c1)N(C(=O)CCC(=O)NCc1ccccn1)CC(C)O2 (stereo unspecified)	-10	4	i
34	COc1ccc2[nH]c3c(c2c1)CCN1C(=O)C(CC(=O)NCCN2CCOCC2)C[C@H](C(=O)N2CCCCC2)[C@@]31C (stereo partly specified)	-30	13	·
35	CC(NC(=O)C1CCC(CNc2c(N3CCOCC3)c(=O)c2=O)CC1)c1ccccc1 (stereo unspecified)	2	8	i
36	CSc1ccccc1NC(=O)CN(C)Cc1c(O)ccc2ccccc12	-14	22	i
37	Cc1ccc(OCCCCc2c(C)n[nH]c2C)cc1	18	39	i
38	CC1(C)Cc2c(cnn2-c2cccc(F)c2)C(NC(=O)CSc2ccncc2)C1 (stereo unspecified)	-32	20	i
39	CCC(C)(C)n1nnnc1C(c1ccc(F)cc1)N1CCC(C(N)=O)CC1 (stereo unspecified)	-6	7	i
40	CN(C(=O)c1ccccc1Cl)C1CCCCC1	-8	3	i

Some entries already given with just OX1R antag-1 and CHT PAM:
No. | smiles | OX1R antag-1 | CHT PAM
29 | COC(=O)C(C)N(C(=O)c1cccc(Cl)c1)c1c(C)cccc1C (stereo unspecified) | -5 | i
30 | CCn1cc([N+](=O)[O-])c(C(=O)N2N=C3/C(=C/c4cccs4)CCCC3C2c2cccs2)n1 (stereo unspecified) | -33 | i
31 | Nc1ccc2oc(CCc3ccccc3)nc2c1 | -21 | i

Next part
item	Structure	OX1R antag-1	OX1R antag-2	CHT PAM
41	CCCOc1ccc(/C(O)=C2/C(=O)C(=O)N(c3ccccn3)C2c2ccc(OC)cc2)cc1C (stereo unspecified)	-35	22	i
42	Cn1c(NC(=O)c2ccccc2)c(-c2cccs2)c(=O)c2ccccc21	-6	10	i
43	CC(C)(CO)NS(=O)(=O)c1ccc2c(c1)oc(=O)c1cc(S(=O)(=O)NC(C)(C)CO)ccc12	0	2	i
44	COc1ccc(/C=N/NC(=O)c2cc(-c3ccc4c(c3)OCO4)n[nH]2)cc1OC	-12	23	i
45	CC1(C)Cc2c(c(-c3ccco3)nc3sc4c(NCCO)ncnc4c23)CO1	0	15	i
46	COCCOC1CCN(C(=O)c2cc(COc3ccc(F)cc3F)on2)CC1	-18	11	i
47	CN(C)/C=C1/NC(=S)NC1=O	-28	31	i
48	N#Cc1c(C(F)(F)F)cc(-c2ccc(F)cc2)nc1SCC(=O)O	-15	13	i
49	CC(C)(O)C#Cc1ccc(C(=O)N2CCC(C(N)=O)(N3CCCCC3)CC2)cc1	-8	23	i
50	CC(=O)Nc1ccc(SCC(=O)NC(=O)c2ccc(S(=O)(=O)N(C)C)cc2)cc1	2	-5	·
51	CC1CCN(C(=O)c2ccc(-n3cnnn3)cc2)CC1	-2	2	i
52	Cc1onc(-c2ccccc2)c1C(=O)N1CCN(c2ccccn2)CC1	-19	11	i
53	COc1ccc(C(=O)NCC(c2ccco2)N2CCc3ccccc32)cc1 (stereo unspecified)	-24	18	i
54	O=C(CCNS(=O)(=O)c1cccc2nsnc12)N1CCN(c2ccccn2)CC1	-20	127*	i
55	COc1ccc2c(/C=N/Nc3ccc(C(=O)O)cc3)c[nH]c2c1	-6	7	i
56	CC(=O)c1ccc(NC(=O)C(C)N(C)CC(=O)Nc2ccc(N3CCOCC3)cc2)cc1 (stereo unspecified)	-19	34	i
57	COc1ccc(C2C(C(C)=O)=C(C)N=c3s/c(=C\c4ccco4)c(=O)n32)c(OC)c1 (stereo unspecified)	-8	12	i
58	Cc1ccc(C)c(-n2c(CNc3ccc(F)cc3)nnc2SCC(N)=O)c1	-18	7	i
59	O=C(NC(Nc1ccccn1)C(Cl)(Cl)Cl)c1ccccc1 (stereo unspecified)	-18	18	i
60	CCN(CC(=O)Nc1cc(Cl)ccc1C)C(=O)Cc1sc(C)nc1-c1ccc(F)cc1	-18	18	i

Following part
item	Structure	OX1R antag-1	OX1R antag-2	CHT PAM
61	CC(C)(C)CNc1cc(N2CCOCC2)ccc1[N+](=O)[O-]	-8	19	i
62	CCOC(=O)CSC1=N/C(=C\c2cc(OC)c(OC)c(OC)c2)C(=O)N1C	-8	25	i
63	Cn1cccc1Cc1nnc(SCC(=O)NC2CCCCC2)n1CCc1ccccc1	-27	11	i
64	CC(C)CC(=O)Nc1cc(NC(=O)CC(C)C)cc(C(=O)NC(C)(C)C)c1	-9	4	i
65	Cc1cc(SC(C)C(=O)Nc2c(C)n(C)n(-c3ccccc3)c2=O)nc2ccccc12 (stereo unspecified)	-16	28	i
66	O=C(Cn1nc(Cc2ccncc2)c2ccccc2c1=O)N1CCN(C(=O)c2ccco2)CC1	13	18	i
67	COc1cc(C(=O)N[C@H](C(=O)OCC(=O)NC2CCCCCC2)C(C)C)cc(OC)c1OC	-17	10	·
68	CN(CCCC(=O)N1CCCC(C(N)=O)C1)S(=O)(=O)c1ccc(F)cc1 (stereo unspecified)	-17	11	i
69	CCOc1ccccc1NC(=O)CCN1CCN(S(=O)(=O)c2ccc(OC)cc2)CC1	-20	12	i
70	CCc1ccc(NC(=O)C(=O)NCC2CCCN2S(=O)(=O)c2cccs2)cc1 (stereo unspecified)	-21	0	i
71	COc1ccccc1N(CC(=O)NCc1ccc(F)cc1)C(=O)CCC(=O)Nc1ccccn1	-18	17	i
72	CCOC(=O)Cn1nnnc1C(CC)N(Cc1cc2ccc(C)cc2[nH]c1=O)C1CCCC1 (stereo unspecified)	-25	33	i
73	Cc1cccc(COCC(Cc2ccccc2)N2CCN(C(=O)c3cc(Cl)cc(Cl)c3)CCC2=O)c1 (stereo unspecified)	-31	4	i
74	Cc1cc(C)c(C(N)=O)c(Nc2ccc(F)cc2)n1	-16	-5	i
75	CC1CCN(C(=O)COC(=O)c2ccccc2NC(=O)c2ccco2)CC1	-32	14	i
76	O=C(CC1SC(=NCc2ccccc2)NC1=O)Nc1ccccc1 (stereo unspecified)	-16	23	i
77	CN(C)S(=O)(=O)n1ccnc1	-2	5	i
78	CC(=O)c1ccc(OCC(O)CN2CCN(c3ccc(F)cc3)CC2)cc1 (stereo unspecified)	-26	-2	i
79	COc1ccc(CNC(=O)C2CCCC2)cc1	-14	6	i
80	CC(C)Cc1nc(S(=O)(=O)c2ccc(Cl)cc2)c(N2CCOCC2)o1	-5	-5	i

Three compounds already listed, sorted by heavy-atom count, ascending:
item	Structure	OX1R antag-1	OX1R antag-2	CHT PAM
80	CC(C)Cc1nc(S(=O)(=O)c2ccc(Cl)cc2)c(N2CCOCC2)o1	-5	-5	i
64	CC(C)CC(=O)Nc1cc(NC(=O)CC(C)C)cc(C(=O)NC(C)(C)C)c1	-9	4	i
67	COc1cc(C(=O)N[C@H](C(=O)OCC(=O)NC2CCCCCC2)C(C)C)cc(OC)c1OC	-17	10	·

The list goes on.
item	Structure	OX1R antag-1	OX1R antag-2	CHT PAM
81	O=C(Nc1ccc(C(=O)O)cc1)/C(=C\c1ccco1)NC(=O)c1ccccc1	-13	32	i
82	CCc1cc(=O)oc2cc(OCC(=O)NCCN3CCOCC3)c(Cl)cc12	-19	8	i
83	COc1ccc(C2N(c3ccccn3)C(=O)C3CCCN32)c(OC)c1 (stereo unspecified)	-24	6	i
84	Cc1sc2nc(CSc3ncn[nH]3)[nH]c(=O)c2c1C	-13	12	i
85	CC(C)OCCCNc1ncnc2c1[nH]c1ccc(F)cc12	25	65*	i
86	CCOC(=O)N1CCC(NC(=O)c2ccc(CS(=O)(=O)c3ccccc3C)o2)CC1	-7	7	i
87	CCOC(=O)c1cnc(-c2ccccc2)nc1N1CCOCC1	-22	14	i
88	O=C(CCc1ccccc1)Nc1cc(C(F)(F)F)ccc1Cl	-7	6	i
89	O=C(NCCc1nnc2ccc(NCCCN3CCOCC3)nn12)c1ccccc1F	0	7	i
90	Cc1ccc(NC(=O)c2ccc(CSc3nnc(-c4ccncc4)n3C)cc2)cc1	-20	10	i
91	COc1ccc2c(COC(=O)CC3Sc4ccccc4NC3=O)cc(=O)oc2c1 (stereo unspecified)	-20	18	i
92	CCOC(=O)CSc1nnc(-c2ccco2)n1-c1ccccc1	4	9	i
93	CSc1ccccc1NC(=O)Nc1cccc(Cl)c1C	-18	15	i
94	Cc1cccc(NC(=O)CN(CC2CCCO2)C(=O)c2oc3ccccc3c2C)c1C (stereo unspecified)	-21	8	·
95	Cc1cc(C(=O)NNC(=O)c2cccc([N+](=O)[O-])c2)n[nH]1	7	28*	·
96	Cc1c(OC(C)C(=O)O)ccc2c3c(c(=O)oc12)CCCC3 (stereo unspecified)	-8	-8	i
97	COC(=O)c1sccc1NC(=O)c1ccc(C)s1	-4	56*	i
98	CCN(CC)C(=O)C1CCCN(C(=O)c2oc3ccc(C)cc3c2C)C1 (stereo unspecified)	-24	20	i

Screening results deposited in PubChem BioAssay by several laboratories.
